TNAP activation fold: human TNAP enzyme activators, primary screen, biochemical, luminescent, no phosphate acceptor, uHTS (AID 1001); one-dose activation fold at 20 µM; EC50 in µM for titrated hits; purified TNAP, luminescent activation assay, no phosphate acceptor; higher activation fold means a stronger effect; 200,000 compounds, 0.03% hits; in the data active = activation fold from about 3, or a potency from the dose series; inactive = the rest, 99 in 100 with activation fold below about 1.6; also: many of its hits are not listed in these tables
PhoP inhibition: inhibitors of PhoP regulon expression, primary screen, Salmonella Typhimurium, GFP reporter (AID 1863); inhibition, % at 50 µM, or IC50 in µM where a hit was titrated; S. Typhimurium PhoP-regulated promoter GFP reporter, 4 h; higher % means a stronger effect; 300,000 compounds, 0.16% hits;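 active = inhibition over 29.93%, a cutoff 3 SD above the screen mean, later confirmed by dose response; inconclusive = inhibition over 29.93% but no dose response follow-up; inactive = inhibition at most 29.93% or unconfirmed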;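 also: 0% = low Mg2+ inducing control and 100% = high Mg2+ repressing control; strong numbers were not always called active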
XIAP displacement: XIAP antagonists, biochemical, IAP family, fluorescence polarization (AID 1018); displacement, % at 20 µM; hits with a dose series show IC50 in µM; E3 ubiquitin-protein ligase XIAP (Homo sapiens); XIAP BIR domain, fluorescence polarization peptide displacement; higher % means a stronger effect; 200,000 compounds, 0.007% hits; in the data active = displacement above about 50%; also: a part of the inactive calls stands beside numbers as strong as those of hits
PMI inhibitors: inhibitors of human PMI, primary screen, biochemical, fluorescence intensity, coupled assay (AID 1209); Mannose-6-phosphate isomerase (Homo sapiens); purified PMI enzyme, coupled fluorescence intensity; higher % means a stronger effect; inhibition, % at 20 µM; hits with a dose series show IC50 in µM; 190,000 compounds, 0.42% hits;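 also: plate controls were DMSO vehicle for no effect and wells lacking substrate for full effect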
RSV antiviral HEp-2: RSV antiviral activity via CPE protection, HEp-2 cells, primary 10 µM value included (AID 2391); HEp-2 cells, RSV-induced CPE inhibition; higher % means a stronger effect; CPE inhibition, % at 10 µM, or IC50 in µM where a hit was titrated; 310,000 compounds, 0.13% hits; in the data active = a potency from the dose series; inconclusive = CPE inhibition mostly from about 23% at the one dose, without a potency; inactive = the rest, 99 in 100 with CPE inhibition below about 21%; also: strong numbers were not always called active
PMI inhibition: human PMI inhibitors, high substrate, primary screen, biochemical, fluorescence intensity, high mannose 6-phosphate (AID 1220). Mannose-6-phosphate isomerase (Homo sapiens). recombinant PMI enzyme, coupled fluorescence intensity; higher % means a stronger effect. one-dose inhibition, % at 20 µM; IC50 in µM for titrated hits. 190,000 compounds, 0.66% hits
Myeloid diff MLP: induction of myeloid progenitor differentiation, primary screen, cell-based, flow cytometry, MLPCN library; calls only at 10 µM; AID 624256, 2012; ER-HoxA9 myeloid progenitors, lysozyme-GFP differentiation; 360,000 compounds, 1% hits;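 active = normalized GFP-positive differentiation at or above the plate's own cutoff, the solvent-only control mean plus 3 SD; inconclusive = no clear call, values can overlap the other calls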;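 also: cells exposed to compound for four days before flow analysis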
WT yeast gro inh: growth inhibition of WT strain, primary screen, mitochondrial fusion inhibitor project, WT and mutant strains, chemical genetic. mitochondrial fusion phenotypic screen. inhibition, % at 10 µM. 190,000 compounds, 2.1% hits; in the data active = inhibition above about 58%; tested in S. cerevisiae
SIAH1 antagonists: Siah-1 peptide-binding antagonists, primary screen, biochemical, fluorescence polarization, rhodamine-plectin, uHTS (AID 1817) | Siah-1 / rhodamine-plectin peptide fluorescence polarization; higher % means a stronger effect | displacement, % at 20 µM, or IC50 in µM where a hit was titrated | 290,000 compounds, 0.02% hits;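 active = displacement of at least 50% at 20 µM, with a fluorescence ratio check between 0.3 and a set limit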;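 also: plate controls were Siah plus tracer with DMSO for no effect and tracer alone without Siah for full effect; strong numbers were not always called active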
WT yeast gro inh mutant strain: second read-out of WT yeast gro inh, no call of its own (marks repeat the call); inhibition, %; mitochondrial fusion phenotypic screen, mutant strain inhibition
Myeloid diff MLP GFP+ MAC1+ %: also measured in Myeloid diff MLP; calls as there; GFP+ MAC1+ double positive, %; measured here: differentiation confirmed by MAC1 staining
An asterisk follows results filed as active; i = inactive; ? = inconclusive; nt = no result given. Rule as the data show it, unless noted: active = inhibition above about 50%; inactive = the rest.

Values run as follows: TNAP activation fold	PhoP inhibition	XIAP displacement	PMI inhibitors	RSV antiviral HEp-2	PMI inhibition	Myeloid diff MLP	Myeloid diff MLP GFP+ MAC1+ %	WT yeast gro inh	WT yeast gro inh mutant strain	SIAH1 antagonists
O=C(O)CC1S/C(=N\N=C/c2ccccc2)N(c2ccc(O)cc2)C1=O (stereo unspecified)
 : 1.2	6%	-22%	3%	0.1%	-2%	i	0.7	14	5	3%
O=S(=O)(Nn1cnnc1)c1ccc2ccccc2c1
 : 1	-10%	-10%	-27%	1.2%	-10%	i	0.8	-7	6	5%
Cc1ccc(NC(=O)C(Cc2ccccc2)NC(=O)OCc2ccccc2)cc1C (stereo unspecified)
 : 0.9	-14%	-8.6%	4%	4.4%	-3%	i	1.2	-1	-16	-5%
COC(=O)c1ccc(CNC(=O)COC(=O)c2ccc(N(C)C)cc2)cc1
 : 1	-5%	-6.3%	-5%	3.0%	-5%	i	0.1	-12	4	-3%
COc1ccccc1CCC(=O)Nc1ccc2c(c1)CN(Cc1ccc(CO)o1)CC2
 : nt	-2%	nt	nt	0.4%	nt	i	0.9	nt	nt	-4%
Cc1ccc(S(=O)(=O)NNC2=NS(=O)(=O)c3ccccc32)c(C)c1
 : 1	3%	-4.0%	-18%	0.4%	-20%	i	0.0	5	-1	6%
CNC(=S)Nc1ccc(-c2nc3ccc(C)cc3s2)cc1
 : 1	-2%	-0.5%	-15%	3.0%	-21%	i	0.9	31	40	0%
Cc1onc(-c2c(Cl)cccc2Cl)c1C(=O)NCCc1ccc(S(N)(=O)=O)cc1
 : 1	14%	-3.2%	2%	-1.0%	-9%	i	0.8	-7	-1	-7%
O=C(O)c1ccc(NS(=O)(=O)c2cccc3cccnc23)cc1
 : 1.1	7%	-5.2%	-5%	-0.9%	2%	i	0.8	18	11	1%
CC1(C)C(N(O)C(=O)Nc2ccccc2)N(c2cccc(Cl)c2)C(=O)N1O (stereo unspecified)
 : 1	-9%	-6.3%	0%	2.7%	-1%	i	0.8	-19	-6	-1%
COc1ccccc1NC(=O)CSc1nc(N)cc(N)n1
 : 1	28%	-2.0%	5%	0.0%	2%	i	0.6	-9	-1	-5%
O=C(O)CCNc1cc2ccccc2cc1C(=O)O
 : 1.1	-6%	-2.6%	nt	0.0%	nt	i	1.5	12	3	2%
Cc1ccc(-n2nc(C)c(C3(O)C(=O)N(C)c4ccccc43)c2N)cc1 (stereo unspecified)
 : 1	7%	-5.6%	8%	3.9%	0%	i	0.5	-3	-17	3%
Fc1ccc2nc(-c3ccccc3)nc(SCc3nnc(-c4ccccc4)o3)c2c1
 : 1.1	9%	-2.3%	-2%	1.6%	-4%	i	0.9	2	-6	-3%
CCNC(=O)COC(=O)CCNC(=O)c1ccc(Cl)cc1
 : nt	-10%	nt	nt	3.1%	nt	i	0.6	nt	nt	-5%
COc1cccc(NC(=O)C2CCC(CNS(=O)(=O)c3cccc4cccnc34)CC2)c1 (stereo unspecified)
 : nt	-13%	nt	nt	-2.6%	nt	i	0.3	nt	nt	3%
CCSc1nccc(-c2nn(-c3ccc(C)cc3)ccc2=O)n1
 : 1.1	7%	-4.0%	6%	-0.1%	3%	nt	nt	7	5	-2%
CCOP1(=O)C=C(C(C)(C)C)OC1c1ccc(F)cc1 (stereo unspecified)
 : 1	4%	-12%	-3%	0.4%	-3%	i	1.2	-3	5	-1%
NC(=O)CSc1nnc(-c2cc(-c3cccs3)nc3ccccc23)o1
 : 1.1	-1%	-4.5%	14%	0.6%	5%	i	1.5	-7	0	0%
CC(=O)c1ccc(C(=O)N2CCc3c([nH]c4ccccc34)C2c2ccccn2)s1 (stereo unspecified)
 : 1	2%	-11%	-2%	0.5%	1%	i	0.7	16	10	-6%
CCC(C)NC(=O)C1CCN(S(=O)(=O)c2ccc(Br)s2)CC1 (stereo unspecified)
 : 1	-7%	-8.0%	-5%	-0.6%	-3%	i	0.3	6	-16	0%
O=C(CCS(=O)(=O)c1ccc(Br)cc1)Nc1cc(F)ccc1F
 : 1.1	-4%	-2.4%	14%	0.5%	11%	i	1.4	-7	-21	26%
Fc1ccc(-c2csc(-c3ccncc3)n2)cc1
 : 1.1	-5%	-3.5%	6%	11%	5%	i	0.1	21	19	6%
Cn1c(=O)cc(SCC(=O)N2CCN(c3ccccc3)CC2)c2ccccc21
 : 1.1	-7%	-3.2%	2%	0.8%	-3%	i	0.3	-1	11	1%
COc1ccc(NC(=S)NN(C)C(=S)Nc2ccc(OC)cc2)cc1
 : 2.7	-7%	-6.9%	10%	0.2%	3%	?	nt	5	20	-2%
Cc1ccc(N2CC(O)=C(c3nc4ccccc4c(=O)[nH]3)C2=N)cc1C
 : 1.3	-5%	-3.3%	7%	1.6%	2%	i	0.7	2	-7	14%
CCc1ccc(C(=O)NCc2ccc(Cl)cc2Cl)cc1
 : 1.2	15%	-9.1%	14%	2.7%	18%	i	1.1	3	2	4%
COC(=O)c1ccc(C23CC4(C2)[C@H](CN(Cc2ccc(C(F)(F)F)cc2)[C@@H]4c2ccccc2)C3c2ccccc2)cc1 (stereo partly specified)
 : nt	-9%	nt	nt	1.8%	nt	i	0.3	nt	nt	2%
O=c1[nH]c(=O)n(-c2ccccc2)c2c1C(C(F)(F)F)(C(F)(F)F)N=C(C1CCCCC1)N2
 : 1.2	-1%	0.2%	-8%	15%	-7%	i	0.2	8	3	6%
Cc1cc(C)n2nc(C(=O)OCC(=O)N3CCC3)nc2n1
 : 1	-7%	-2.8%	-2%	4.3%	0%	i	0.2	-20	1	11%

Full records from above. Screens in order: TNAP activation fold | PhoP inhibition | XIAP displacement | PMI inhibitors | RSV antiviral HEp-2 | PMI inhibition | Myeloid diff MLP | Myeloid diff MLP GFP+ MAC1+ % | WT yeast gro inh | WT yeast gro inh mutant strain | SIAH1 antagonists
Profile of Cc1cc(C)n2nc(C(=O)OCC(=O)N3CCC3)nc2n1 → 1 | -7% | -2.8% | -2% | 4.3% | 0% | i | 0.2 | -20 | 1 | 11%
Profile of Fc1ccc(-c2csc(-c3ccncc3)n2)cc1 → 1.1 | -5% | -3.5% | 6% | 11% | 5% | i | 0.1 | 21 | 19 | 6%
Profile of O=c1[nH]c(=O)n(-c2ccccc2)c2c1C(C(F)(F)F)(C(F)(F)F)N=C(C1CCCCC1)N2 → 1.2 | -1% | 0.2% | -8% | 15% | -7% | i | 0.2 | 8 | 3 | 6%
Profile of O=C(CCS(=O)(=O)c1ccc(Br)cc1)Nc1cc(F)ccc1F → 1.1 | -4% | -2.4% | 14% | 0.5% | 11% | i | 1.4 | -7 | -21 | 26%
Profile of COc1cccc(NC(=O)C2CCC(CNS(=O)(=O)c3cccc4cccnc34)CC2)c1 (stereo unspecified) → nt | -13% | nt | nt | -2.6% | nt | i | 0.3 | nt | nt | 3%

More results follow.
Values run as follows: TNAP activation fold	PhoP inhibition	XIAP displacement	PMI inhibitors	RSV antiviral HEp-2	PMI inhibition	Myeloid diff MLP	Myeloid diff MLP GFP+ MAC1+ %	WT yeast gro inh	WT yeast gro inh mutant strain	SIAH1 antagonists
COc1ccc(S(=O)(=O)N2CCC(C(=O)NCC3CCCO3)CC2)cc1OC (stereo unspecified)
 : 1.1	-6%	-2.7%	8%	-0.4%	0%	i	0.5	15	7	12%
O=C(CSc1nnc(Cc2ccccc2)n1-c1cccc(Cl)c1)N1CCOCC1
 : 1.1	8%	-4.8%	5%	1.0%	1%	i	0.9	-1	7	-3%
COc1cc(C(C#N)N2CCCCC2)ccc1O (stereo unspecified)
 : 0.9	-4%	-1.0%	-4%	1.1%	36%	i	1.3	10	12	1%
CC(=O)C(Sc1ccc2nnc(-c3ccncc3)n2n1)C(C)=O
 : 1.1	3%	-2.2%	-18%	0.4%	-20%	i	2.3	-1	6	-2%
Cc1ccc(/C=C2/C(=O)c3ccc(C(=O)O)cc3C2=O)o1
 : 0.9	nt	-11%	-48%	nt	-40%	i	0.2	0	-5	7%
COc1cc(OC)c(CN2CCN(c3ccc(F)cc3)CC2)cc1Br
 : 1	-6%	-5.2%	2%	13%	-3%	i	0.7	19	23	2%
COc1ccc(CCC(=O)Nc2ccccc2C(F)(F)F)cc1
 : 1.1	-5%	-4.9%	0%	1.3%	2%	i	1.0	1	-11	-1%
COc1ccc(S(=O)(=O)NC(C)C(=O)NCc2ccncc2)cc1C (stereo unspecified)
 : nt	-3%	nt	nt	0.6%	nt	i	1.6	nt	nt	-6%
Cn1nnnc1SCC(=O)Nc1cc(C(C)(C)C)nn1-c1ccccc1
 : 1.1	-6%	-4.1%	1%	1.8%	0%	i	2.5	-11	2	0%
O=C(O)COc1nsnc1N1CCOCC1
 : 1.1	-12%	-3.3%	-5%	2.4%	0%	i	0.0	-20	4	4%
O=C1C2C(c3ccccc3)C=CC(c3ccccc3)C2C(=O)N1C1CCCCC1 (stereo unspecified)
 : 1.1	10%	-7.5%	6%	0.3%	2%	i	0.8	5	-28	2%
COc1cccc2cc(C(=O)N3CCN(c4ccccn4)CC3)c(=O)oc12
 : 1	0%	-6.1%	11%	1.9%	1%	i	0.8	4	-2	-6%
O=C(COc1ccc(/C=N/NC(=O)C(=O)N2CCCCC2)cc1)Nc1ccccc1Cl
 : 1.1	-2%	-7.9%	3%	-0.8%	4%	i	0.2	-15	-11	4%
CC(C)Oc1cccc(C(=O)C2CCCN(S(C)(=O)=O)C2)c1 (stereo unspecified)
 : 1	-11%	-5.5%	-26%	2.4%	-19%	i	0.5	-18	-7	-5%
O=C(c1ccccc1)c1ccc(-c2ccc(O)cc2)cc1
 : nt	-1%	nt	nt	0.2%	nt	i	0.3	nt	nt	4%
O=C(Nc1nc2ccccc2[nH]1)c1cccs1
 : 1.7	-1%	-9.7%	11%	-1.4%	17%	i	0.2	3	2	-3%
Cc1ccc(Cl)cc1NC(=O)CCn1cccc1
 : 1.1	3%	-6.4%	4%	1.3%	-1%	nt	nt	-5	-18	7%
O=C(NCc1ccco1)C1CC(O)CN1C(=O)Nc1ccccc1 (stereo unspecified)
 : nt	12%	nt	nt	1.9%	nt	i	0.7	nt	nt	-1%

Assay outcomes deposited in PubChem BioAssay by several laboratories.

No enrichment for hits; overall some 3.1% were active at least once.
